# RMI FANCM FP: disruptors of RMI1/RMI2 association with MM2 peptide – biochemical, fluorescence polarization, human, primary screen | hit rate 0.58% among 70,000 | RMI core complex (RMI1/RMI2) binding to FANCM MM2 peptide, human | FP signal (polarization) at 33 µM | AID 1159607, 2016 | RMI core complex with F-MM2 peptide; stronger effect = lower value; in the data active means FP signal below about 40; further: inactives centre near 61; strong numbers were not always called active; unit not given here
# Starred values were filed as active, the others as inactive; & = joins results of further samples. These rows are one share of the data; count on the stated rates, not on these rows.
RMI FANCM FP,SMILES
65,Cc1cccc(NC(=O)Cc2ccc3c(c2)OCO3)n1
52,O=C(NNc1nc(-c2cc3ccccc3o2)cs1)c1ccc(Cl)cc1
52,CS(=O)(=O)c1cccc(C(=O)Nc2ccc(F)cc2F)c1
59&57,Cc1cccc(NC(=O)CN2CCCC(c3nc4ccccc4[nH]3)C2)c1C (stereo unspecified)
62,CC(=O)NS(=O)(=O)c1ccc(NC(=O)COc2ccc(C(C)(C)C)cc2)cc1
58,COc1cc(C(=O)Nc2nc3c(F)cc(F)cc3s2)cc(OC)c1OC
64,COc1cccc(OCC(=O)Nc2nnc(Cc3ccc(C)cc3C)o2)c1
53,c1ccc(Sc2ncnc3sc4c(c23)CCCC4)cc1
58,COc1cc(C(=O)Nc2ccc3n[nH]nc3c2)cc(OC)c1OC
64,O=C(OCC(=O)c1cccs1)c1ccccc1
58,O=C1CCc2cc(NS(=O)(=O)Cc3ccccc3Cl)ccc2N1
59,O=C(CSc1nc2c(cnn2-c2ccccc2)c(=O)[nH]1)N1CCCCC1
69,CCN1C(=O)Cc2cc(NS(=O)(=O)CC(C)C)ccc21
68,CCCOc1ccc(Br)cc1C1C(C(N)=O)=C(C)Nc2ncnn21 (stereo unspecified)
58,c1ccc(SCc2ccc(-c3csnn3)cc2)nc1
64,O=C(CCS(=O)(=O)Cc1ccccc1)Nc1nnc(-c2ccco2)o1
59,CCOc1cc(C2C(C(N)=O)=C(C)Nc3ncnn32)ccc1OCc1ccccc1 (stereo unspecified)
65,CCOC(=O)c1cnn(-c2cc(C)nc3c(-c4ccccc4)cnn23)c1N
54,COc1cccc(CSc2nc(CC(=O)NCC3CCCCC3)cc(=O)[nH]2)c1
56,O=C(O)Cc1ccc(F)cc1
72,COCCn1c(C)cc(C(=O)CSc2nc3sc4c(c3c(=O)n2-c2ccccc2)CCC4)c1C
55,Cn1c(=O)c(C(=O)Nc2ccc3c(c2)OCO3)cc2cccnc21
68,CSc1ccc(CC(=O)Nc2nnc(-c3ccc4c(c3)OCO4)o2)cc1
61,COc1ccc(N2C(=O)C(F)(F)C2c2ccc(Cl)cc2)cc1 (stereo unspecified)
56,Cc1nc(C(=O)NCC(=O)c2ccc(Cl)cc2)c(C(F)(F)F)o1
63,CNC(=O)Cc1csc(NC(=O)c2csc(Nc3ccccc3)n2)n1
59,O=C(Cc1ccccc1)Nn1c(SCC(=O)c2ccc(F)cc2)nc2ccccc2c1=O
62,NC(=O)c1ccc(NC(=O)Cc2cc(=O)[nH]c(SCc3ccc(F)cc3)n2)cc1
58,Cc1ccc(NC(=O)CN2CCC(C(=O)N3CCN(C(=O)c4ccco4)CC3)CC2)cc1
104,O=C(NCCn1ncc2c(=O)n(Cc3ccccc3)cnc21)c1ccc(-c2ccccc2)cc1
55,CC(C)NC(=O)O/N=C(/N)CSc1nccn1C
79,CCCCN(C)S(=O)(=O)c1ccc(C(=O)Nc2nc3c(CC)cccc3s2)cc1
65,O=S(=O)(c1cccs1)N1CCN(c2ccccn2)CC1
52,COc1cn(CC(=O)Nc2ccc(C)cc2C)c(CSc2nnnn2C)cc1=O
68,CN(C)S(=O)(=O)c1ccc(C(=O)Nc2nc3cc4c(cc3s2)OCCO4)cc1
55,O=C(Nc1ccc(-n2cncn2)cc1)c1ccccc1N1CCOCC1
61,COc1cccc(-c2nc(CSc3n[nH]c(=O)c4cc(-c5ccco5)nn34)c(C)o2)c1OC
61,Clc1ccc(C=Nc2ncn[nH]2)cc1
68,Cc1ccc(C)c(S(=O)(=O)N2CCC(c3nnc(-c4ccco4)s3)CC2)c1
67,CC1=NN(c2ccccc2)C(=O)C1C(=O)c1ccc(F)c(F)c1 (stereo unspecified)
65,Cc1ccc(OS(=O)(=O)c2ccc([N+](=O)[O-])cc2)cc1
60,CCn1c2ccccc2c2cc(NC(=O)C34CCC(C)(C(=O)C3)C4(C)C)ccc21 (stereo unspecified)
56,CN(C)n1cccc1/C=N\NC(=O)c1cccc(C(F)(F)F)c1
63,Cc1ccnc(NC(=O)C(C)Cn2nc(C)c(C)c2C)c1 (stereo unspecified)
54,CCOC(=O)c1c(NC(=O)c2ccccc2[N+](=O)[O-])sc2c1CCCC2
68,CCc1ccc2nc(N(Cc3ccccc3)C(=O)CCCS(=O)(=O)c3ccc(F)cc3)sc2c1
70,Cc1csc(NC(=O)CSc2ccc(NC(=O)c3ccco3)nn2)n1
76,COC(=O)c1sc(-c2ccccc2)cc1NC(=O)c1cccs1
85,Cc1nnc(SCC(=O)c2ccc(Cl)c(Cl)c2)s1
67,C=CCN1C(=O)C(C)(C)COc2ccc(NC(=O)Cc3ccc(OC)c(OC)c3)cc21

# New compounds follow:
RMI FANCM FP,SMILES
57,CCc1ccccc1Cn1c(=O)oc2cccnc21
61,CCOc1ccc(-c2[nH]c(=S)[nH]c(=O)c2C#N)cc1
56,O/N=C\c1ccc(-c2cccs2)s1
109,O=S(=O)(c1ccc(F)cc1F)N1CCN(c2ccc(-c3cccs3)nn2)CC1
65,O=C(Cc1csc(Nc2ccccc2)n1)NC1CCN(Cc2ccccc2)CC1
68,Cc1ccc(NC(=O)Cc2csc3nc(-c4ccccc4)cn23)cc1
58,O=[N+]([O-])c1ccc(CSc2ccc3nnc(-c4ccncc4)n3n2)cc1
48,OC1=Cc2c(O)cc(O)cc2OC1(O)c1ccc(O)c(O)c1 (stereo unspecified)
69,O=C(NCC1CCN(Cc2ccco2)CC1)c1cc2ccccc2oc1=O
65,NS(=O)(=O)c1ccc(NC(=O)Cc2ccccc2)cc1
57,CCc1c(O)c(-c2ccccc2)c(=O)n(-c2ccccc2)c1-c1ccccc1
59,CC(C)(C)c1cc(C(=O)Oc2cccnc2)cc(C(=O)Oc2cccnc2)c1
55,CCOc1cc(C(=O)Nc2nnc(SCC(=O)Nc3ccccc3C(F)(F)F)s2)cc(OCC)c1OCC
60,CC(C)(C)c1csc(CN2CCN(C(=O)C3CC3)CC2)n1
67,COc1ccc(CCS(=O)(=O)Nc2ccc3c(c2)OCC(C)(C)C(=O)N3)cc1
65,Cc1cc(NC(=O)c2ccccc2[N+](=O)[O-])nc2c1c(=O)oc1ccccc12
89,CCOC(=O)c1c(NC(=O)c2ccc(S(=O)(=O)N(C)CC3CCCO3)cc2)sc2c1CC(C)(C)NC2(C)C (stereo unspecified)
73,COc1cc(OC)cc(C(=O)Nc2nc3ccc(S(C)(=O)=O)cc3s2)c1
53,O=C(c1cccc(Br)c1)N(C(=O)N1CCCCC1)c1ccccc1
56,CCOC(=O)C1CCN(Cc2cccc(NC(=O)c3ccco3)c2)CC1
54,CC(C)=NOc1ccc([N+](=O)[O-])cc1[N+](=O)[O-]
50,COCCCn1c(=S)[nH]c2ccccc2c1=O
62,COc1nc2c(c(=O)n(Cc3ccccc3)c(=O)n2C)n1C
61,O=C1c2ccccc2C(=O)N1CCCCN(C(=O)c1cccs1)c1ccc(F)cc1F
65,O=S(=O)(NCc1cccnc1)N1CCOCC1
112,CC(/C=C/N(C)C)=C\C=[N+](C)C
65,Cc1ccc(-c2nnc(NC(=O)Cc3ccccc3)o2)c(C)c1
59,O=C1CCCCCN1SSN1CCCCCC1=O
61,COc1cc(NC(=O)NCC(c2ccc3c(c2)CCN3C)N2CCOCC2)cc(OC)c1 (stereo unspecified)
58,O=P(CCl)(CCl)OCCOP(=O)(CCl)CCl
56,CC(C)(C)S(=O)(=O)/C(C#N)=C/N/N=C\c1ccsc1
68,COc1ccc(S(=O)(=O)CCC(=O)Nc2nnc(-c3ccc4c(c3)OCO4)o2)cc1
55,CC(C)c1cc(Br)c(NC(=O)NCc2ccco2)c(Br)c1
62,Cc1cc(C)c(S(=O)(=O)Nc2ccc(Nc3ccc(-n4ccc(C)n4)nn3)cc2)c(C)c1
61,Clc1ccc(SCc2nn[nH]n2)cc1
51,COC(=C(C#N)C#N)c1ccccc1
60,Cc1ccc(Cc2cnc(NC(=O)CCCOc3ccc(Br)cc3)s2)cc1
61,CCc1nnc(C2CCN(S(=O)(=O)c3cccnc3)CC2)s1
80,O=C(Nc1ccc2c(c1)N(C(=O)c1cccs1)CC2)c1ccccc1C(F)(F)F
66,Cc1ccc(N(Cc2ccco2)S(=O)(=O)c2ccc(F)cc2)cc1
55,C=C1SC(=Nc2ccccc2Cl)N(C(=O)c2ccc(OC)cc2)C1(C)C
73,Cc1ccc2nc(NC(=O)CCCn3nc(-c4ccc(F)cc4)ccc3=O)sc2c1
62,N#C/C(=C\c1ccc([N+](=O)[O-])cc1)c1nc(-c2ccco2)cs1
56,COC(=O)CCC(=O)Nc1ccc(S(=O)(=O)N2CCc3ccccc32)cc1
55&54,CN(C)c1nc(-c2ccc(Cl)cc2)[nH]c(=O)n1
57,O=S(=O)(c1ccc(C(F)(F)F)cn1)c1ccc(S(=O)(=O)N2CCCCC2)s1
78,CSc1nn(CC(=O)NCc2ccccc2)c(N)c1-c1nc(-c2ccc3c(c2)OCO3)no1
59,COc1cccc(-n2nnnc2SCC(=O)Nc2ccccc2F)c1
60,O=C(Nc1nc(-c2ccncc2)cs1)c1ccc2c(c1)CCCC2
61,CCOc1cc(-c2nnc(NC(=O)/C=C/c3ccc([N+](=O)[O-])cc3)o2)cc(OCC)c1OCC

# The list goes on:
RMI FANCM FP,SMILES
73,O=C(COc1ccc(Cl)cc1)NCCc1ccc(N2CCCC2)cc1
46,CC(C)CC(NC(=O)Cc1ccsc1)C(=O)NNC(=O)c1ccccc1Cl (stereo unspecified)
67,COc1ccc(-c2cc(=O)n(CC(=O)N3CCN(Cc4ccccc4)CC3)cn2)cc1
61,Cc1ccc2[nH]c3c(=O)n(CCC(=O)O)cnc3c2c1
65,Cc1cc(=O)[nH]c(-n2nc(C)c(CCC(=O)Nc3ccc(C(C)C)cc3)c2C)n1
71,Cc1cccc(NC(=O)Cc2cccs2)n1
59,CC1CC2C3CCC4=CC(=O)C=CC4(C)[C@@]3(Cl)C(O)CC2(C)C1(O)C(=O)CO (stereo partly specified)
60,COc1ccc(Cl)cc1NC(=O)Cc1cc(=O)[nH]c(SCc2ccccc2F)n1
49,NCCNS(=O)(=O)c1cccc2cnccc12
58,O=[N+]([O-])c1cnc(Sc2ccc(C(F)(F)F)cn2)s1
55,Cc1cc(=O)oc2cc(OCc3ccc(F)cc3)ccc12
63,COc1ccc(N2CCN(C(=O)C34CCC(C)(C(=O)C3)C4(C)C)CC2)cc1 (stereo unspecified)
64,O=C(Cn1cnc(-c2ccc(F)cc2)cc1=O)Nc1ccc(F)cc1
63,O=C1C=CC(=C(c2ccc(O)cc2)c2ccc(O)cc2)C=C1
49,CC(=O)C(C=Nc1ncc(C(F)(F)F)cc1Cl)=C(C)O
54,CC1CCN(c2ccc(-c3ccc(NS(=O)(=O)c4ccccc4Cl)cc3)nn2)CC1
61,O=C(CCCS(=O)(=O)c1ccccc1)Nc1nc2c(Cl)ccc(Cl)c2s1
51,COc1ccc(NCc2nn3cc(-c4ccc(OC)c(OC)c4)c4c3n2CCCC4)cc1
67,CCOC(=O)C1CCN(C(=O)Cc2csc(Nc3cccc(Cl)c3)n2)CC1
61,Cc1ccc(C2C(C#N)=C(SCC(=O)NCc3ccccc3)NC3=C2C(=O)CCC3)cc1 (stereo unspecified)
82,O=C(Nc1ccc2c(c1)CN(S(=O)(=O)c1cccs1)CC2)c1ccc(F)cc1F
88,O=C(CSc1nccn2nc(-c3cccc4ccccc34)cc12)Nc1ccccc1C(F)(F)F
64,Cc1ccc2c(CC(=O)NCc3cccnc3)cc(=O)oc2c1
63,CC(Oc1ccc(F)cc1)C(=O)Oc1ccc(Br)cc1 (stereo unspecified)
69,CCOC(=O)c1c(NC(=O)COc2ccccc2)sc2nc(C)cc(C)c12

# Structural class, those above containing a Cl atom (18)
RMI FANCM FP,SMILES
52,O=C(NNc1nc(-c2cc3ccccc3o2)cs1)c1ccc(Cl)cc1
58,O=C1CCc2cc(NS(=O)(=O)Cc3ccccc3Cl)ccc2N1
61,COc1ccc(N2C(=O)C(F)(F)C2c2ccc(Cl)cc2)cc1 (stereo unspecified)
56,Cc1nc(C(=O)NCC(=O)c2ccc(Cl)cc2)c(C(F)(F)F)o1
61,Clc1ccc(C=Nc2ncn[nH]2)cc1
85,Cc1nnc(SCC(=O)c2ccc(Cl)c(Cl)c2)s1
58,O=P(CCl)(CCl)OCCOP(=O)(CCl)CCl
61,Clc1ccc(SCc2nn[nH]n2)cc1
55,C=C1SC(=Nc2ccccc2Cl)N(C(=O)c2ccc(OC)cc2)C1(C)C
55&54,CN(C)c1nc(-c2ccc(Cl)cc2)[nH]c(=O)n1
73,O=C(COc1ccc(Cl)cc1)NCCc1ccc(N2CCCC2)cc1
46,CC(C)CC(NC(=O)Cc1ccsc1)C(=O)NNC(=O)c1ccccc1Cl (stereo unspecified)
59,CC1CC2C3CCC4=CC(=O)C=CC4(C)[C@@]3(Cl)C(O)CC2(C)C1(O)C(=O)CO (stereo partly specified)
60,COc1ccc(Cl)cc1NC(=O)Cc1cc(=O)[nH]c(SCc2ccccc2F)n1
49,CC(=O)C(C=Nc1ncc(C(F)(F)F)cc1Cl)=C(C)O
54,CC1CCN(c2ccc(-c3ccc(NS(=O)(=O)c4ccccc4Cl)cc3)nn2)CC1
61,O=C(CCCS(=O)(=O)c1ccccc1)Nc1nc2c(Cl)ccc(Cl)c2s1
67,CCOC(=O)C1CCN(C(=O)Cc2csc(Nc3cccc(Cl)c3)n2)CC1

# The list continues:
RMI FANCM FP,SMILES
62,C[C@H]1C(=O)CCC2[C@]3(C)CC[C@@]4(C)C5CC(C)(C)CC[C@]5(C)CC[C@]4(C)C3CC[C@@]21C (stereo partly specified)
55,CCOC(=O)c1cnn(-c2ccc(NS(=O)(=O)c3ccc(Cl)cc3)cc2)c1C(F)(F)F
70,CCc1nnc2ccc(N3CCN(C(=O)Nc4ccc(C(F)(F)F)cc4)CC3)nn12
59,N#Cc1c(-c2ccc(O)cc2)c2c([nH]c1=S)CCC2
57,N#C/C(=C\c1ccc([N+](=O)[O-])cc1)c1nc2ccccc2[nH]1
62,O=S(=O)(/C=C/c1ccccc1)NCc1ccccc1
61,COc1cc(Br)cc2cc(C(=O)NNC(=O)c3ccncc3)c(=O)oc12
65,O=S(=O)(NCC(c1ccsc1)N1CCOCC1)c1ccc(F)cc1F (stereo unspecified)
56,Cc1ccc(C)c2sc(NC(=O)c3ccc(N(C)C)cc3)nc12

# Assay outcomes from PubChem.
